MLLE-PAM2 inh – inhibitors of PABP1 MLLE–PAM2 peptide binding, primary screen, biochemical, fluorescence polarization, FITC-PAM2, GST-MLLE; Polyadenylate-binding protein 1 (Homo sapiens), P11940; 0.36% of 360,000 active; AID 588489, 2011; inhibition, % at 20 µM; in the data active = inhibition above about 35%, passing the limit was not always enough;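 note: plate controls were DMSO wells with GST-MLLE for no effect and wells lacking GST-MLLE protein for full effect; some results filed as inactive read as strong as hits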
MT1-MMP act inh – blockers of MT1-MMP proenzyme processing, primary screen, HT1080 RFP-PRO-GFP cells, GFP/RFP fluorescence; Matrix metalloproteinase-14 (Homo sapiens), P50281; GFP/RFP ratio fluorescence, overnight; percent of plate control window, DMSO zero; GFP/RFP ratio change, % at 20 µM; 0.061% of 360,000 active;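 active = GFP/RFP ratio change of at least 30% with cell ATP level not reduced by more than half and red fluorescence within 50% of control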; note: strong numbers were not always called active
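Material – HT1080 RFP-PRO-GFP cells · Control set – DMSO wells and RFP-L50D-GFP cells · Incubation – overnight cell settling, then overnight compound exposure, 37 °C, 5% CO2 · Compound dosing – single-point 20 µM compound, 1% DMSO · Read-out – GFP/RFP fluorescence ratio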
CendR NRP1 mod – modulators of CendR peptide binding to NRP-1, primary screen, biochemical, fluorescence polarization, uHTS | Neuropilin-1 (Homo sapiens), O14786 | FAM-RPARPAR peptide binding to NRP-1 | inhibition, % at 25 µM | 0.85% of 360,000 active | AID 602438, 2012;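 active = inhibition or corrected inhibition above about 18%, plus a signal ratio from 0.5 to 1.5, limit read from the data, passing the limit was not always enough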; note: strong numbers were not always called active
FAS-TE inh – FAS thioesterase domain inhibitors, primary screen, biochemical, fluorescence intensity, uHTS. Fatty acid synthase (Homo sapiens), P49327. recombinant FAS-TE, OMFH fluorogenic substrate, fluorescence endpoint. inhibition, % at 15 µM. 0.67% of 360,000 active. AID 602261, 2012;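 active = compounds whose normalised, plate-corrected inhibition of enzyme fluorescence in the single-dose primary screen is 50% or more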;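 note: 0% = DMSO with enzyme and 100% = substrate without enzyme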
E coli Lon inh – inhibitors of E. coli Lon protease, primary screen, biochemical, fluorescence polarization; P0A9M0; purified E. coli Lon protease; inhibition, % at 7.94 µM; 0.42% of 360,000 active; in the data active = inhibition above about 13%, passing the limit was not always enough;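 note: 0% = enzyme with probe and DMSO and 100% = no enzyme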
Target sequence (P0A9M0 whole entry, looked up): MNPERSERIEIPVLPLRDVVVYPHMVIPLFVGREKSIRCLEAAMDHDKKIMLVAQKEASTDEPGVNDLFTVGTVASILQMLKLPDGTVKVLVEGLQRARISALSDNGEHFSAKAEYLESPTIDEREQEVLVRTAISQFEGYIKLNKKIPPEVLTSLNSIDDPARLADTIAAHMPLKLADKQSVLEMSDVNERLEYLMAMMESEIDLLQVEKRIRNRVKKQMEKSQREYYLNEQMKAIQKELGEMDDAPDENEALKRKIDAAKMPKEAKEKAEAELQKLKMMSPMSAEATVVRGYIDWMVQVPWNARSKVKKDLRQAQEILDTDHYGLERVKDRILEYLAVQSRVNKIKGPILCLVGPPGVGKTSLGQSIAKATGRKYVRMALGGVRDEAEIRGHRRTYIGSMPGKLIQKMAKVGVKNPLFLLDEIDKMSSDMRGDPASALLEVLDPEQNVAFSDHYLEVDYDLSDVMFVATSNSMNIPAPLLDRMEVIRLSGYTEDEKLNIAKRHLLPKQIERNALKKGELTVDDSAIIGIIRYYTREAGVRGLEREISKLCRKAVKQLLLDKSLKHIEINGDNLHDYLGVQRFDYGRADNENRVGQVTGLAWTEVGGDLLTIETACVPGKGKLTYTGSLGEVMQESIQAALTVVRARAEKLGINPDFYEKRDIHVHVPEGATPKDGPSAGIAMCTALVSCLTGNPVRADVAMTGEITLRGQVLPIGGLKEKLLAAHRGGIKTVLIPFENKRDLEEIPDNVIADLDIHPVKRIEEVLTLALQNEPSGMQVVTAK
Rin1 Abl inh – inhibitors of Rin1-Abl protein binding, primary screen, biochemical, TR-FRET; Tyrosine-protein kinase ABL1 (Homo sapiens) + Ras and Rab interactor 1 (Homo sapiens), …; inhibition, % at 7.35 µM; 0.4% of 360,000 active; AID 588664, 2011; in the data active = inhibition above about 5%, passing the limit was not always enough
SKN-1 inh – suppressors of acrylamide-induced Pgst-4::GFP reporter in worms, primary screen, SKN-1 inhibitor project, whole organism, uHTS, GFP/RFP fluorescence ratio, strain VP596; C. elegans VP596 Pgst-4::GFP/RFP ratio, 24 h; inhibition, % at 21.8 µM; 0.49% of 360,000 active;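 active = interference check ratio from 0.5 to 1.5 plus GFP to RFP signal ratio inhibition reaching or exceeding a fixed threshold, cut at about 30% in these data, passing the limit was not always enough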; note: some compounds called inactive have numbers as strong as hits
Neddyl block – inhibitors of cullin neddylation, primary screen, biochemical, TR-FRET, uHTS, NAE and Ubc12 | calls only at 25 µM | AID 651699, 2012 | 0.58% of 360,000 active; in the data active = inhibition above about 36%
bovine MsrA act – bovine MsrA enzyme activators, primary screen, biochemical, absorbance, HTS | Methionine sulfoxide reductase A (Bos taurus) | purified bovine MsrA, absorbance read-out | activation, % at 10.6 µM | 0.3% of 360,000 active | AID 602163, 2012; in the data active = activation above about 7.5%;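 note: 0% = vehicle and 100% = reference activator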
Active calls of the source: *; i = inactive; nt = not tested or not shown.

smiles	MLLE-PAM2 inh	MT1-MMP act inh	CendR NRP1 mod	FAS-TE inh	E coli Lon inh	Rin1 Abl inh	SKN-1 inh	Neddyl block	bovine MsrA act
Cc1ccc(-c2nn(-c3ccccc3)cc2/C=N/n2c(-c3cccs3)n[nH]c2=S)cc1	-102	-5	5	35	-12	-1	-9	i	-2
Nc1ccc(Br)c2cccnc12	2	6	12	0	10	2	7	i	3
CCn1c(CCNC(=O)c2cccs2)nnc1SCC(=O)c1ccc(OC)cc1	-31	1	-12	-9	-5	0	-5	i	1
COC(=O)Oc1c(Br)c(=O)oc2ccccc12	-36	-5	5	-8	-2	0	-13	i	0
O=C1c2ccc(Oc3cccc([N+](=O)[O-])c3)cc2C(=O)N1c1ccccn1	-6	2	-2	-6	2	0	-2	i	-3
CN(C)CCn1c(=O)n(C2CCCCC2)c(=O)c2c3c(sc21)CCCCC3	6	-20	-2	10	-12	-4	-12	i	-7
CCCCn1c(=O)[nH]c2nc3cc(NC(C)=O)ccc3nc2c1=O	59	-14	-38	-11	35*	-8	3	i	-3
Cc1ccc(S(=O)(=O)N2C[C@H]3C(=O)C[C@@H](c4ccc(Cl)cc4)N(S(=O)(=O)c4ccc(C)cc4)[C@H]3C[C@H]2c2ccccc2)cc1	-2	-3	-11	32	-1	2	-7	i	-4
CC(C)C[C@H](NC(=O)c1[nH]cnc1C(=O)N[C@@H](C)C(=O)OCc1ccccc1)C(=O)OC(C)(C)C	8	-9	-24	16	7	2	-3	i	1
COc1ccc(NC(=O)C(c2cc3c(cc2[N+](=O)[O-])OCO3)N(C)c2ccccc2)cc1 (centres undefined)	8	-3	-2	39	9	0	2	i	-1
COc1ccc(NC(C)=O)cc1NC(=O)CSc1nnc(-c2ccccc2)n1N	-16	8	6	-7	-9	1	2	i	0
CCOc1ccc(CCNC(=O)COC(=O)c2cccnc2SC)cc1OCC	7	8	2	-2	6	2	10	i	-1
COc1cccc(CNc2nc3cc(-c4cscc4C)sc3c(=O)n2C)c1	1	6	0	24	9	-5	7	i	0
Cc1nc2sccn2c(=O)c1S(=O)(=O)N1CCN(c2cccc(Cl)c2)CC1	-6	-2	-3	8	-3	1	-7	i	-8
CN(C(=O)CSc1nnc(Cc2ccccc2F)n1N)C1CCS(=O)(=O)C1 (centres undefined)	0	-2	-8	-7	2	-1	-15	i	1
N#CC1=C(SCC(=O)NC2CC2)NC(=O)C(C#N)C12CCCCC2 (centres undefined)	17	6	-10	-10	-11	5	5	i	-2
COc1ccc(NCc2cccnc2)cc1	5	3	-3	-3	-2	1	-16	i	0
CC(=O)N1N=C(c2ccc3ccccc3c2)OC12CCCC2	-5	1	5	21	-1	1	13	nt	-3
O=C(CNC(=O)c1ccc(Br)cc1)c1ccc(Br)cc1	7	0	4	0	7	2	6	i	4
O=C(O)C1Oc2cc3ccccc3cc2O1	-5	-3	0	-1	-1	3	17	i	-3

E coli Lon inh, hit marks shown above.
Structure | MLLE-PAM2 inh | MT1-MMP act inh | CendR NRP1 mod | E coli Lon inh | Rin1 Abl inh | SKN-1 inh | Neddyl block | bovine MsrA act
CCCCn1c(=O)[nH]c2nc3cc(NC(C)=O)ccc3nc2c1=O | 59 | -14 | -38 | 35* | -8 | 3 | i | -3

(further entries)
smiles	MLLE-PAM2 inh	MT1-MMP act inh	CendR NRP1 mod	FAS-TE inh	E coli Lon inh	Rin1 Abl inh	SKN-1 inh	Neddyl block	bovine MsrA act
O=C(Cc1ccccc1[N+](=O)[O-])NCC1(c2cccc3c2OCO3)OCCO1	7	9	16	-3	3	2	0	i	-3
CCCCCNCc1ccc(OCc2ccc(Cl)nc2)c(OC)c1	17	1	-5	-15	-6	2	8	i	-2
O=C1NN(c2cccc(Br)c2)C(=O)/C1=C/c1cccs1	7	2	-19	-8	4	1	-1	i	-2
Cc1cc(C)cc(C(=O)Nc2ccc(NC(=O)Cc3ccccc3)cc2)c1	9	4	9	-6	-2	1	3	i	-5
O=C(Nc1ccc(F)cc1)Nc1sccc1-c1nc2ccccc2s1	-51	-1	-44	5	-22	-1	11	i	-6
Cn1c(C(C#N)C(=O)Cc2cccc3ccccc23)nc2ccccc21 (centres undefined)	-27	1	2	22	2	-2	-12	i	-11
CC(=O)Oc1ccc(-c2csnn2)cc1	-1	1	8	-6	-6	0	-25	i	-5
COc1ccc(C2=NN(C(=O)c3cccc([N+](=O)[O-])c3)C(c3cccc([N+](=O)[O-])c3)C2)cc1 (centres undefined)	-1	-7	-15	50*	-1	-1	14	i	1
O=c1c2ccccc2nnn1CSc1nnc(Nc2ccccc2)s1	-6	5	-8	1	-4	-5	-30	i	-1
Cc1onc(-c2ccccc2Cl)c1C(O)c1ccc(F)cc1 (centres undefined)	7	-3	-3	0	0	7	2	i	-2
COc1ccc(-n2nc3c(N4CCC(C(=O)N5CCC(C)CC5)CC4)nnc(C)c3c2C)cc1	-104	-80	-122	-69	-300	-13	-1	i	-1
Nc1nc(SCC(=O)NC2CCCCC2)[nH]c(=O)c1-c1ccccc1	-10	0	-5	-4	-10	0	14	i	-2
COc1ccc(-c2c[n+]3c4n2CCCCC4=C(c2ccc(Br)cc2)C3)cc1	-18	-18	-34	-24	-4	1	10	i	-4
CCn1nc(C)c(CN2CCN(Cc3cccc(OC)c3)C(CCO)C2)c1C (centres undefined)	-6	-2	-6	-7	-1	-3	-4	i	1
COc1cccc(CNc2ncnc3ccc(-c4c(C)noc4C)cc23)c1	-8	1	23	14	-14	0	3	i	-2
COc1ccccc1-c1sc2cc3c(cc2c1C#Cc1ccccn1)OCO3	2	-7	4	30	1	1	1	nt	-2
COc1cc(C(=O)N/N=C/c2cn(Cc3ccccc3)c3ccccc23)ccc1O	7	4	-5	2	0	4	8	i	-6
CC(C)CNC(=S)N1CCC(Cc2ccccc2)CC1	-99	5	-4	0	-13	0	18	i	-2
CC1CN(C(=O)CCNC(=O)c2ccc(Cl)cc2)CC(C)O1 (centres undefined)	3	-3	4	-2	-2	-2	13	i	-1
N/C(COc1cccc(Cl)c1)=N\NS(=O)(=O)c1ccccc1	5	6	11	-2	-7	4	19	i	-2
CC(C)(C)n1nc2c(c1NC(=O)c1c(F)cccc1F)CS(=O)(=O)C2	16	0	24	-4	4	2	3	i	1
CCOc1cc(CNc2cccc3ccccc23)cc(Br)c1OCC(=O)NC(C)(C)C	-4	-14	2	34	6	3	3	i	-2
CS(=O)(=O)N1CCN=C1SCc1ccc(F)cc1	-6	0	14	-7	5	4	-5	i	-2
CN1CCN(c2ncccc2S(=O)(=O)N2CCCCC2)CC1	17	-6	10	-8	7	1	5	i	-6
COC(=O)c1ccc(CNC(=O)COC(=O)c2cccs2)cc1	5	-2	8	-9	8	6	-5	i	-1
COc1ccc(C(=O)N/N=C(/C)c2cccc(NC(=O)C(F)(F)F)c2)cc1	-13	5	3	-9	-1	0	4	i	-3
CCN=c1scc(C)n1/N=C/c1ccc(O)c(O)c1O	20	3	5	-7	25*	20*	13	i	-4
O=[N+]([O-])c1ccc(O)c(CN2CCCCCC2)c1	8	2	12	-3	-5	0	1	i	-3
CCCCN1CC(COC)Oc2cccc(F)c2S1(=O)=O (centres undefined)	-6	1	0	-4	-4	-5	-13	i	-8
Cc1ccc(NC(=O)CN(C)S(=O)(=O)c2cccc3nsnc23)cc1	12	7	9	1	-6	1	-24	i	-4
Cc1ccc(S(=O)(=O)NC(CC(=O)OCc2ccccc2)C(=O)OCc2ccccc2)cc1 (centres undefined)	9	5	5	25	5	2	-1	i	0
CC(C)c1ccc(CC(=O)N2CCC2(C)C(=O)Nc2cccc(C#N)c2)cc1 (centres undefined)	0	-1	8	47	4	-2	-1	i	-1
COC(=O)C1=C(C(=O)OC)[C@@H]2N(C)c3ccc(OC)cc3[C@@]23C[C@@H](C(=O)OC)N=C3N1	-3	9	7	-6	2	0	4	i	-2
Cc1ccc(Nc2nnc(SCc3cc(=O)n4cc(C)ccc4n3)s2)cc1	-19	1	17	-8	0	-3	0	i	-3
COc1ccc(NC(=S)N(Cc2ccc(C(=O)O)cc2)Cc2ccc(OC)c(OC)c2)cc1	-10	4	-7	0	-1	4	4	i	-2
COc1cc(NC(=O)[C@@H]2CCCN2S(=O)(=O)c2cccc3cccnc23)cc(OC)c1OC	-6	1	14	-11	1	-1	13	i	-3
COC(=O)c1[nH]c(C)c(/C(O)=C2\C(=O)C(=O)N(CCN(C)C)C2c2cccc(OC)c2OC)c1C (centres undefined)	23	9	4	-8	8	0	-5	i	-4
O=C(Nc1ccccc1F)c1ccc(COc2ccc(Cl)cc2Cl)o1	-9	-1	-1	35	1	2	23	i	3
Cn1c(NC(=O)c2ccc(Cl)s2)cc(=O)n(C)c1=O	0	0	0	-6	0	4	10	i	-3
Cc1ccc(-c2cc(C(=O)Nc3ccc(S(=O)(=O)Nc4nccs4)cc3)c3ccccc3n2)c(C)c1	22	-6	-20	14	7	-1	4	i	-2
N/C(=N\OC(=O)c1ccc(Cl)cc1[N+](=O)[O-])c1ccccn1	32	2	-13	0	-6	3	-10	i	-7
CCCCCOc1ccc(C(=O)NC(CCC)C(=O)O)cc1 (centres undefined)	4	0	-9	-7	0	4	-5	i	-2
Cc1cccc(Cc2cnc(N3C(=N)SC(c4ccccc4)C3=O)s2)c1 (centres undefined)	7	4	3	-7	-9	-4	15	i	-2
CC1CN=C(NC(=O)c2cccc([N+](=O)[O-])c2)S1 (centres undefined)	42*	11	6	8	-13	-3	9	i	-8
OCC[C@@H]1C[C@@H](O)[C@H](O)[C@]2(CCCc3ccccc3O2)O1	-2	3	6	-11	1	0	-6	i	-4
COc1ccc2c(c1)C(=O)CC(c1ccccc1F)O2 (centres undefined)	-12	0	4	11	-10	1	9	nt	-1
Cc1ccc(CS(=O)(=O)Cc2ccc(C(=O)NCCc3ccccc3)o2)cc1	-2	5	3	-1	9	-1	-1	i	-5
COc1ccc(NS(=O)(=O)c2ccc(O)c(C(=O)OCC(=O)N3CC(C)OC(C)C3)c2)cc1 (centres undefined)	10	2	-2	-3	-3	-1	-19	i	-2
COc1ccc(-c2cc(C(=O)OC3CCOC3=O)c3ccccc3n2)cc1 (centres undefined)	2	3	-9	17	-12	-5	-16	nt	-5
CCOc1ccc(C(=O)NCC2CCN(CC3CCCCC3)CC2)cc1	-20	9	-6	-4	-7	0	3	i	-12
COCCn1c(SCC(=O)NC(=O)NCc2ccccc2)nc2ccccc2c1=O	-9	5	-6	6	7	1	0	i	-5
Cn1sc2ccccc2c1=O	22	0	-6	-6	6	0	-4	i	7.8*
CS(=O)(=O)Nc1ccc(C(=O)N2CC(=O)Nc3ccccc32)cc1	-3	1	-12	-5	-8	1	-2	i	-3

Source: PubChem BioAssay (several laboratories)
